Bioassay records: PubChem, Sanford-Burnham Center for Chemical Genomics
NLRP3 yeast inh = NALP3 inhibition in yeast. Yeast reconstituted NLRP3/ASC/caspase-1, beta-gal luminescence, 24 h. inhibition, % at 10 µM. actives 0.39% (n = 330,000);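 active means inhibition of 50% or more; inactive means inhibition below 50%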;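 further: plate controls were induced DMSO wells for no effect and uninduced yeast grown without galactose for full effect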
A3A deaminase = blocks human APOBEC3A ssDNA deamination; AID 493011; actives 0.41% (n = 330,000); recombinant A3A, FAM/TAMRA ssDNA deamination fluorescence; inhibition, % at 20 µM; P31941;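 active means at least 40% inhibition at 20 µM here, with at most 30% in a related deaminase screen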;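 further: plate controls were A3A with DMSO for no effect and wells lacking A3A enzyme for full effect; some results filed as inactive read as strong as hits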
Target sequence (P31941 whole entry, looked up): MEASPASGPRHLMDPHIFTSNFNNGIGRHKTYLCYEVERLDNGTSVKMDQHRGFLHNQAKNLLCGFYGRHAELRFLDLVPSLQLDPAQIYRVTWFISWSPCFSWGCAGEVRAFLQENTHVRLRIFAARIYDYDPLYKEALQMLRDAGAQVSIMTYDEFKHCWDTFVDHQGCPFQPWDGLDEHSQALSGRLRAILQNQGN
tim10-1 inh = inhibits growth of tim10-1 mutant yeast | S. cerevisiae tim10-1 ts strain growth, BacTiter-Glo, 24 h | inhibition, % at 20 µM | actives 2.2% (n = 330,000);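 active means inhibition of at least 40%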;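 further: mutant grown at 25 °C; 0% = DMSO wells with yeast and 100% = wells holding no yeast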
MIN6 prolif = inducers of beta-cell replication in MIN6 cells. MIN6 cells proliferation, ATPlite luminescence, 48 h; cells starved in 0.2% serum; 100% = growth in 10% serum. actives 0.29% (n = 330,000). proliferation, % at 10 µM. AID 2380;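 active means compounds whose signal lies at least 3.5 SD above the mean of all wells on their plate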;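 further: 0% = DMSO-treated cells in low-serum medium and 100% = 10% serum control; some compounds called inactive have numbers as strong as hits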
mIAP inh = blocks mouse intestinal alkaline phosphatase | purified mouse IAP, CDP-Star luminescence, 30 min | inhibition, % at 10 µM | actives 0.2% (n = 330,000);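 active means inhibition of at least 40% at 10 µM in the primary screen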;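 further: plate controls were DMSO with enzyme for no effect and no enzyme wells for full effect; values of inactives mirror those of a sister screen read the other way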
APOBEC3G inh = APOBEC3G (human) deaminase inhibition. recombinant A3G, ssDNA deamination FAM/TAMRA fluorescence. inhibition, % at 20 µM. Q9HC16. actives 0.28% (n = 330,000). AID 493012;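 active means inhibition of at least 40% at 20 µM, with no more than 30% in the related APOBEC3A deaminase screen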;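 further: plate controls were DMSO wells with A3G for no effect and wells lacking A3G enzyme for full effect; some compounds called inactive have numbers as strong as hits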
Target sequence (Q9HC16 whole entry, looked up): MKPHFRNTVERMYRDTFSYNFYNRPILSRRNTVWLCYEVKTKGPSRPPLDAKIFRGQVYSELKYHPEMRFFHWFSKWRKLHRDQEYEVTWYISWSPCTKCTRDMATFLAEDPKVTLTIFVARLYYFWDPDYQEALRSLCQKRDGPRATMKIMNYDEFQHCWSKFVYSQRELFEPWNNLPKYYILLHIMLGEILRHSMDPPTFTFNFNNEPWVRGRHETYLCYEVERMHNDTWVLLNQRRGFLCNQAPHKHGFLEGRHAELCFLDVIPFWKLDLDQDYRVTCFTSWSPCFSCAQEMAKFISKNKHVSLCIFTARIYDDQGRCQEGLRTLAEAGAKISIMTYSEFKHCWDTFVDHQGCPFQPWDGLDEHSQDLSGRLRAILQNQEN
mIAP act = mouse IAP activation. muIAP, CDP-Star luminescence, 30 min; stronger effect = higher value; 1 = vehicle-only enzyme signal, 0 = enzyme-free wells. activation factor at 10 µM. actives 0.24% (n = 330,000);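 active means activation factor of at least 2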; further: the source names both 10 and 20 µM as test concentration; values of inactives mirror those of a sister screen read the other way
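Assay system: mouse IAP enzyme; reagent: chemiluminescent substrate CDP-Star; dosing: test compounds delivered from DMSO solution; schedule: 30 min at room temperature; measured by: luminescence from enzymatic CDP-Star hydrolysis; controls: DMSO-only wells and no-enzyme negative control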
TIM10 inh = inhibits growth of TIM10 yeast strain; S. cerevisiae TIM10 strain growth, BacTiter-Glo luminescence, 24 h; inhibition, % at 10 µM; actives 1.4% (n = 330,000); AID 463195;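 active means inhibition of 40% or more at the single tested concentration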;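 further: wild-type TIM10 isogenic control strain grown at permissive 25 °C; 0% = DMSO yeast wells and 100% = minimal medium wells without yeast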
hIAP inh = human IAP inhibition | P09923 | purified IAP, CDP-Star luminescence, 30 min | inhibition, % at 10 µM | actives 0.12% (n = 330,000) | AID 2544;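 active means inhibition reaching a set limit with compound at 10 µM in the primary screen, cut at about 35% in these data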;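 further: plate controls were DMSO wells with enzyme for no effect and no-enzyme buffer wells for full effect; values of inactives mirror those of a sister screen read the other way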
* = called active by the depositor.

smiles,NLRP3 yeast inh,A3A deaminase,tim10-1 inh,MIN6 prolif,mIAP inh,APOBEC3G inh,mIAP act,TIM10 inh,hIAP inh
CCO[C@H]1OC(C(=O)NCc2nc3ccccc3[nH]2)=C[C@@H](c2ccccc2)[C@@H]1CCCO,6,-1,-16,-2,-12,-8,1.1,-4,3
O=[N+]([O-])c1ccc2c(c1)nnn2-c1ccccc1,10,-1,10,-1,4,-2,0.96,-6,15
CCCC(=O)N1c2ccccc2C(N(C(C)=O)c2ccccc2)CC1C (stereo not drawn),-4,-5,13,0,3,-6,0.97,21,15
CCCCN(C)CCn1c(=S)[nH]c2ccc(N3CCOCC3)cc2c1=O,-5,-6,9,-2,5,-11,0.95,-13,4
COc1ccc(N=c2scc(-c3ccc(OC)cc3)n2CCO)cc1,17,2,41*,-4,-1,2,1,9,-4
O=C1CSC(=S)N1CC1CCCO1 (stereo not drawn),4,1,-3,2,9,2,0.91,2,-1
Cc1ccc(/C=N/NC(=O)CNC(=O)c2ccc(C)c([N+](=O)[O-])c2)o1,14,-3,15,1,-7,-5,1.1,3,-18
CC(C)COc1ccc(C(=O)OCC(=O)N(C)CC(=O)Nc2ccc(F)cc2)cc1,11,3,5,3,-7,-5,1.1,-4,2
COc1ccc2ccccc2c1CNC(C)c1ccccc1 (stereo not drawn),25,-6,-10,-1,0,-5,1,-2,-38
O=C(CNC(=O)C1CC(=O)N(c2cccc3ccccc23)C1)Nc1ccccc1Br (stereo not drawn),9,5,2,-2,-19,1,1.2,8,-4
Cc1ccc(N2CCN(/N=C/C(Cl)=C/c3ccccc3)CC2)cc1,0,9,15,-2,-5,-9,1.1,-13,-16
CC1(c2cnc(Nc3ccccc3)s2)CCC(=O)O1 (stereo not drawn),-5,1,30,0,-2,1,1,11,4
CC(Oc1ccc(F)cc1)C(=O)Nc1cc(S(=O)(=O)N2CCOCC2)ccc1N1CCCCC1 (stereo not drawn),20,3,28,-7,-7,7,1.1,6,5
Cc1ccc(-n2cc(CNC(C)Cn3cncn3)c(-c3ccc(F)cc3)n2)cc1 (stereo not drawn),12,4,16,-2,-9,-1,1.1,9,-5
Cc1ccc(SCCNS(=O)(=O)c2ccc(F)cc2)cc1,21,0,41*,-3,-4,-2,1,-13,-13
CCCS(=O)(=O)n1nc(-c2ccc(Br)cc2)cc1N,7,-4,-26,-2,-2,-11,1,-26,-6
Clc1cccc(Cl)c1-c1noc(CN2CCOCC2)n1,3,2,9,0,-16,-4,1.2,4,-10
Cc1ccc(C)c(Oc2nnnn2-c2ccccc2)c1,-108,-2,28,0,0,-5,1,27,-12
O=c1oc2ccccc2c(Nc2ccc(F)cc2)c1[N+](=O)[O-],16,0,7,-4,23,-5,0.77,11,2
COc1cc(NC(=O)c2cc(C)no2)c(OC)cc1Cl,27,-4,2,1,3,-8,0.97,2,4
CCCOC(=O)CC1C(=O)NCCN1Cc1ccccc1C (stereo not drawn),9,1,17,0,-2,4,1,6,6
CC1(c2nnc(Cc3ccccc3)o2)CC(c2ccc(F)cc2)=NO1 (stereo not drawn),14,4,-14,1,4,2,0.96,-6,-15
CC1CCN(CCCNC(=O)c2ccc3c(=O)n(Cc4ccc(Cl)cc4)c(=S)[nH]c3c2)CC1,7,4,17,-6,5,-1,0.95,5,-8
CCN(CC(=O)Nc1c(F)cccc1F)C(=O)c1ccc(S(=O)(=O)N2CCCCCC2)cc1,4,-3,-3,-3,7,-7,0.93,7,0
[O-][n+]1ccccc1SC/C=C/c1ccccc1,2,4,13,1,4,0,0.96,-3,12
CN(C)c1nc(Oc2ccc(=O)n(-c3ccccc3)n2)nc(N2CCOCC2)n1,-2,1,20,4,4,-8,0.96,15,-14
Clc1ccc(-c2cnn3c(-c4ccncc4)ccnc23)cc1,20,-1,31,-2,9,-6,0.91,25,0
N=C(c1cccc([N+](=O)[O-])c1)N1CCCCCC1,0,3,9,-1,-1,0,1,7,2
O=C(NC(=S)Nc1cccc2[nH]ncc12)c1ccccc1,-7,-1,14,-1,4,-9,0.96,7,-7
CC(Sc1nnc(CNc2cccc3ccccc23)n1-c1ccccc1)C(=O)N/N=C/c1ccco1 (stereo not drawn),12,-1,17,0,7,-2,0.93,-1,2

No new results follow: an excerpt of the list.
smiles,NLRP3 yeast inh,A3A deaminase,tim10-1 inh,MIN6 prolif,mIAP inh,APOBEC3G inh,mIAP act,TIM10 inh,hIAP inh
COc1ccc2ccccc2c1CNC(C)c1ccccc1 (stereo not drawn),25,-6,-10,-1,0,-5,1,-2,-38
O=C(CNC(=O)C1CC(=O)N(c2cccc3ccccc23)C1)Nc1ccccc1Br (stereo not drawn),9,5,2,-2,-19,1,1.2,8,-4
Cc1ccc(N2CCN(/N=C/C(Cl)=C/c3ccccc3)CC2)cc1,0,9,15,-2,-5,-9,1.1,-13,-16
CC1(c2cnc(Nc3ccccc3)s2)CCC(=O)O1 (stereo not drawn),-5,1,30,0,-2,1,1,11,4

Some of these compounds in order of the mIAP act value, highest first.
SMILES	mIAP act
CC(Oc1ccc(F)cc1)C(=O)Nc1cc(S(=O)(=O)N2CCOCC2)ccc1N1CCCCC1 (stereo not drawn)	1.1
COc1ccc2ccccc2c1CNC(C)c1ccccc1 (stereo not drawn)	1
COc1cc(NC(=O)c2cc(C)no2)c(OC)cc1Cl	0.97
CN(C)c1nc(Oc2ccc(=O)n(-c3ccccc3)n2)nc(N2CCOCC2)n1	0.96
CCCCN(C)CCn1c(=S)[nH]c2ccc(N3CCOCC3)cc2c1=O	0.95
CC(Sc1nnc(CNc2cccc3ccccc23)n1-c1ccccc1)C(=O)N/N=C/c1ccco1 (stereo not drawn)	0.93
O=c1oc2ccccc2c(Nc2ccc(F)cc2)c1[N+](=O)[O-]	0.77

Among those listed so far, these contain a furan ring, fused or not:
smiles,NLRP3 yeast inh,A3A deaminase,tim10-1 inh,MIN6 prolif,mIAP inh,APOBEC3G inh,mIAP act,TIM10 inh,hIAP inh
Cc1ccc(/C=N/NC(=O)CNC(=O)c2ccc(C)c([N+](=O)[O-])c2)o1,14,-3,15,1,-7,-5,1.1,3,-18
CC(Sc1nnc(CNc2cccc3ccccc23)n1-c1ccccc1)C(=O)N/N=C/c1ccco1 (stereo not drawn),12,-1,17,0,7,-2,0.93,-1,2

(list continues)
smiles,NLRP3 yeast inh,A3A deaminase,tim10-1 inh,MIN6 prolif,mIAP inh,APOBEC3G inh,mIAP act,TIM10 inh,hIAP inh
NC(=O)CSc1oc(-c2ccco2)nc1S(=O)(=O)c1ccc(F)cc1,10,5,10,-1,11,-7,0.89,3,8
Cc1nc2n(n1)C(c1ccccc1)C1=C(CC(c3ccco3)CC1=O)N2 (stereo not drawn),-6,-6,11,-1,1,-5,0.99,-1,-21
COc1cccc(/C=C/C(=O)OCC(=O)c2ccc(C)c(C)c2)c1OC,7,-3,12,0,15,-4,0.85,1,16
O=C(C1CC(=O)N(c2ccc(F)cc2)C1)N1CCC(c2nc3ccccc3[nH]2)CC1 (stereo not drawn),16,-1,9,1,2,3,0.98,10,-30
O=c1ccc(-c2ccccc2)no1,7,0,9,-1,-6,0,1.1,12,-18
COC(=O)Nc1ccc(S(=O)(=O)N2CCCC(C(=O)Nc3cccnc3)C2)cc1 (stereo not drawn),2,-4,11,2,-4,-6,1,-9,-3
COc1ccc(/C=C/CN2CCCC(CCC(=O)NCc3ccc(F)c(F)c3)C2)cc1 (stereo not drawn),16,-2,-8,-5,-15,-5,1.1,2,-2
CCn1c(CSc2nnc3ccccn23)nc2cc(C(=O)O)ccc21,-1,1,0,-5,5,-1,0.95,0,-2
COC(=O)C1SCCN1S(=O)(=O)c1ccc(Cl)cc1 (stereo not drawn),9,-6,23,-1,-15,4,1.1,4,-9
Nc1cc(C(F)(F)F)cc2c1SCC(=O)N2,4,7,11,0,-3,-4,1,-5,10
O=C(c1ccccc1)C(CCC(CN1CCOCC1)C(=O)c1ccccc1)CN1CCOCC1 (stereo not drawn),41,-3,54*,-3,-2,-5,1,60*,18
CC(C)(C)n1nnnc1C(c1ccc2ncccc2c1)N1CCC(O)CC1 (stereo not drawn),6,-4,13,-1,-4,-2,1,-3,-9
COc1ccc(Nc2nc(CN3CCOCC3)nc3sc4c(c23)CCC(C)C4)cc1OC (stereo not drawn),8,2,-4,0,-13,-2,1.1,2,-17
Cc1noc(C)c1COc1ccc(C(=O)N(C)CCOc2ccccc2)cc1,10,-3,26,-4,-11,-9,1.1,11,-12
COc1ccc(/C=C2\SC(N3CCc4ccccc4C3)=NC2=O)cc1OC,9,-2,27,2,2,-8,0.98,30,14
O=C(NCCN1CCOCC1)c1ccc(Cl)c(S(=O)(=O)N2CCCCCC2)c1,12,2,-14,-5,4,0,0.96,-14,-8
Cc1ccc(O)c(N=Cc2ccc(C)s2)c1,0,1,4,0,2,-1,0.98,6,7
COc1ccc(NC(=O)C2=CC(c3ccc(OC)c(OC)c3)=NS(=O)(=O)N2C)cc1,11,-3,0,-2,14,-8,0.85,7,2
CC(=O)N(C)c1ccc(NC(=O)Cc2cccs2)cc1,12,1,10,-2,-1,-5,1,-11,15
CC/C(=C\C(=O)c1ccncc1)Nc1ccc(O)cc1,27,-1,4,5,6,-3,0.94,-26,-3
COCCN1C(=O)c2oc3ccccc3c(=O)c2C1c1ccc(C(=O)OC)cc1 (stereo not drawn),22,-2,-11,0,-8,-3,1.1,2,2
Cc1nc(N2CCN(c3ccccn3)CC2)c2c(C)c(C(=O)Nc3c(F)cc(F)cc3Br)sc2n1,-3,-3,40*,-6,7,-5,0.93,7,-12
COc1ccc(OC)c(C2SCCN2S(=O)(=O)c2cccc(C(F)(F)F)c2)c1 (stereo not drawn),15,-2,18,-1,3,-7,0.97,13,4
CC(=O)Oc1ccc(-c2nc(-c3cccnc3)no2)cc1,34,-5,43*,-3,-3,-1,1,33,-6
O=C(OCC(=O)N1CCc2ccccc21)c1ccccn1,14,-2,3,0,-9,-10,1.1,14,5
COC(=O)c1sccc1NC(=O)COc1ccc(F)cc1Cl,-4,3,6,-3,10,-4,0.9,-13,16
O=C(CSc1nc2ccccc2o1)Nc1nc2ccc(Br)cc2s1,3,4,10,-3,20,10,0.8,14,13
NC(=O)CSc1cn(Cc2ccc(F)cc2)c2ccccc12,-10,-3,12,-1,-2,-10,1,11,6
COc1ccc(CN2CCNC(=O)C2CC(=O)N(Cc2nccn2C)C(C)C)c(OC)c1 (stereo not drawn),-5,24,17,1,-10,43*,1.1,2,13
Cc1ccc(S(=O)(=O)N(C)c2ccc(C(=O)NCc3ccccn3)cc2)cc1,20,2,1,-2,2,4,0.98,1,6
Cc1ccc(Cn2c(NCCCn3ccnc3)nc3c2c(=O)n(C)c(=O)n3C)cc1,1,-3,-8,-5,2,-1,0.98,10,-18

Structures listed above shown as hits in APOBEC3G inh.
SMILES,NLRP3 yeast inh,A3A deaminase,tim10-1 inh,mIAP inh,APOBEC3G inh,mIAP act,TIM10 inh,hIAP inh
COc1ccc(CN2CCNC(=O)C2CC(=O)N(Cc2nccn2C)C(C)C)c(OC)c1 (stereo not drawn),-5,24,17,-10,43*,1.1,2,13
